FID counter = counter-screen for HCV NS3 helicase inhibitors: DNA intercalator displacement. DNA fluorescent intercalator displacement, fluorescence. inhibition, % at 7.9 µM. 290,000 compounds, 0.17% hits; in the data active means inhibition above about 37%;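 further: 0% = vehicle and 100% = reference compound; higher means more ethidium bromide displaced from hairpin DNA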
NS3 helicase inh = HCV NS3 helicase inhibition; NS3 helicase DNA unwinding, Cy5 molecular beacon fluorescence; inhibition, % at 10.9 µM; 290,000 compounds, 0.56% hits;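 active means inhibition above the mean of all tested compounds plus 3 SD, set per campaign, cut at about 35% in these data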;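 further: 0% = DMSO wells and 100% = thioflavine S control wells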
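Assay system: hepatitis C virus NS3 helicase domain fragment enzyme. Also added: annealed dual-labelled DNA beacon duplex, ATP-started. Timing: 1 h reaction at 25 °C, ATP-initiated. Technique: Cy5 fluorescence at 0 and 60 min, beacon hairpin quenching. Evaluation: % inhibition of unwinding. Replication: one well per compound.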
UBC9 SUMO inh = SUMOylation inhibition. P63279. HTRF SUMOylation assay, SAE1/SAE2 + UBC9, in vitro. inhibition, % at 35 µM. 290,000 compounds, 0.36% hits; in the data active means inhibition above about 50%, passing the limit was not always enough; further: strong numbers were not always called active
Target sequence (P63279 whole entry, looked up): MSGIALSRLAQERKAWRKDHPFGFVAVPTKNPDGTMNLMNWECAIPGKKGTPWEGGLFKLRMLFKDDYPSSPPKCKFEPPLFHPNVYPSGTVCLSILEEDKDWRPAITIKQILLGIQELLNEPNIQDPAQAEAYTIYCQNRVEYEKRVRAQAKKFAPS
MEKK2 mut-MEK5 = signal of MEK5 binding to mutant human MEKK2 PB1 domain | bead flow cytometry, Alexa488-MEK5 binding to MEKK2 mutant | percent response, % at 10 µM | 290,000 compounds, 0.35% hits | AID 1530; in the data active means percent response above about 24%, passing the limit was not always enough; further: inactives centre near 1; some results filed as inactive read as strong as hits
M18AAP inhibitor = PfM18AAP enzyme inhibition; recombinant PfM18AAP, H-Glu-NHMec fluorogenic cleavage; 290,000 compounds, 1.2% hits; inhibition, % at 7.35 µM; AID 1822;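 active means inhibition above the campaign mean inhibition over all tested compounds plus 3 SD, cut at about 28% in these data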;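 further: 0% = plate median of test compound wells and 100% = 2 mM ZnCl2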
VIM-2 inh = blocks Pseudomonas aeruginosa VIM-2 metallo-beta-lactamase; purified VIM-2, nitrocefin hydrolysis, epi-absorbance fluorescence; inhibition, % at 5.6 µM; 290,000 compounds, 0.89% hits;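 active means inhibition above the mean of all tested compounds plus 3 SD, cutoff set per screening run, cut at about 7.5% in these data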;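 further: red hydrolysis product quenches plate fluorescence so inhibitors raise well fluorescence; 0% = enzyme with DMSO and 100% = DMSO without enzyme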
IMP-1 inhibitor = blocks Pseudomonas aeruginosa IMP-1 metallo-beta-lactamase | purified IMP-1, nitrocefin hydrolysis, epi-absorbance fluorescence | inhibition, % at 5.6 µM | AID 1556 | 290,000 compounds, 0.45% hits;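 active means inhibition above the mean plus 3 SD of all compounds in the same screening run, cut at about 4.5% in these data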;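 further: 0% = IMP-1 with DMSO and 100% = DMSO wells lacking enzyme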
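Assay system: purified IMP-1; Quantity: IMP-1 0.2 nM before substrate addition; Medium: HEPES buffer pH 7.1 with ZnSO4 and Brij 35; Incubation: 15 min enzyme–compound preincubation, then 25 min nitrocefin reaction, 25 °C; Signal: fluorescence quenching readout, ex 480/em 530 nm; Controls: DMSO with and without IMP-1; Repeats: singlicate testing.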
MEKK2 WT-MEK5 = raises or lowers MEK5 binding to wildtype human MEKK2 PB1 domain; Q9Y2U5; bead flow cytometry, Alexa488-MEK5 binding to MEKK2 WT; actives lie on both sides; binding response (% of control), % at 10 µM; 290,000 compounds, 1.1% hits; in the data active means binding response below about 67% or above about 130%
NALP1 inh = NALP1 inhibition. 280,000 compounds, 0.61% hits. S. cerevisiae NALP1/ASC/caspase-1 growth, X-gal OD620, 72 h. inhibition, % at 10 µM; in the data active means inhibition mostly above about 24%, no sharp cut-off; inactive means mostly below about 32%; further: some compounds called inactive have numbers as strong as hits
Numbers without * were called inactive; . = no result given; & = joins results of further samples; [ ] = dose if it differs, or a comment.

SMILES | FID counter | NS3 helicase inh | UBC9 SUMO inh | MEKK2 mut-MEK5 | M18AAP inhibitor | VIM-2 inh | IMP-1 inhibitor | MEKK2 WT-MEK5 | NALP1 inh
C=CCSc1nnc(Cn2c(=O)sc3ccccc32)n1C | 2 | 11 | 3 | 3 | -8 | -1.1 | -2.6 | 101 | 6
CCOC(=O)N1CCN(C(=O)c2ccc(N3C(=O)c4ccccc4C3=O)cc2)CC1 | -8 | -5 | 0 | 17 | -1 | -1.2 | -1.3 | 113 | 24
CC(OC(=O)c1ccc(Cl)nc1)C(=O)NC(C)(C)C (stereo not drawn) | -2 | 7 | 12 | -14 | -4 | -1.3 | -2.1 | 89 | -10
OCC1CCCN(c2ncnc3scc(-c4ccccc4)c23)C1 (stereo not drawn) | -37 | 8 | 16 | -3 | 0 | 0.3 | -2.3 | 97 | -2
O=C(NCc1ccccc1)c1csc2c1CCCCC2 | -4 | 4 | -14 | -8 | 6 | -1.6 | -1.9 | 93 | -5
CC(C)CC(NC(N)=O)C(=O)OCC(=O)Nc1ccc(SC(F)F)cc1 (stereo not drawn) | -19 | -4 | -8 | -11 | 0 | -0.7 | -3.2 | 85 | 19
C=CCn1c(SCC(=O)Nc2ccc(Br)cc2)nc(O)c(CC)c1=O | -33 | 14 | 2 | -2 | -3 | 3.0 | 3.1 | 95 | 16
CC1CCCN(C2(O)C(=O)Nc3ccc(Cl)cc32)C1 (stereo not drawn) | -9 | 2 | -8 | -7 | -3 | 1.3 | -1.4 | 91 | -1
CCN(CC)C(=O)C(=O)c1ccn(-c2c(C)csc2C(=O)OC)c1 | -13 | -2 | 15 | -18 | -9 | -0.2 | -1.8 | 69 | -4
Cc1ccccc1-c1nnc(-c2ccc(Cl)cc2)o1 | -6 | -4 | 10 | 0 | 4 | -4.5 | -1.5 | 103 | 5
Cc1ccc(SCc2cc(=O)[nH]c(Nc3nc(C)c4cccc(C)c4n3)n2)cc1 | 0 | 8 | 0 | 2 | -7 | -2.0 | -3.6 | 94 | -3
CC(C)=CC(=O)OCC(=O)Nc1ccc(SC(F)F)cc1 | -2 | -2 | 2 | -8 | -11 | 1.0 | -2.7 | 94 | 5
Cc1cccc(CS(=O)(=O)Cc2ccc(C(=O)NCc3ccco3)o2)c1 | -6 | -1 | 31 | . | 5 | -3.1 | 0.1 | . | -23
COc1ccc(/C=N\n2nnc3ccccc32)cc1 | -6 | 1 | 4 | . | -4 | -4.3 | -2.4 | . | 15
O=c1nc(N/N=C/c2ccccn2)cn[nH]1 | -4 | -2 | -120 | -18 | 49* | -2.9 | -1.2 | 4.0*[inhibitor] | -40
CC1C/C(=N\NC(=O)c2ccc(NS(=O)(=O)c3ccc(Br)cc3)cc2)CC(C)(C)C1 (stereo not drawn) | -7 | -3 | 0 | 1 | -4 | -4.2 | -3.2 | 101 | 24
O=C(O)CSc1nnc(-c2ccncc2)n1CCc1ccccc1 | 0 | 10 | -1 | 1 | -5 | -2.5 | -3.4 | 101 | 1
O=C(Nc1nnc(SCC(=O)N2CCCc3ccccc32)s1)c1ccc2ccccc2c1 | -5 | 4 | -4 | 12 | -4 | -4.2 | -2.9 | 98 | 17
CCc1ccc(-c2cc(C)no2)cc1S(=O)(=O)N1CCN(c2ccc(C(C)=O)cc2)CC1 | -53 | -13 | -10 | 0 | 0 | 0.4 | -1.4 | 98 | 5
Cc1cc(C)c(CN2CCCC(CNC(=O)c3ccc(F)cc3)C2)c(-n2cccn2)c1 (stereo not drawn) | 16 | 15 | 6 | -7 | -10 | -1.2 | -3.0 | 99 | 6
c1ccc2c(c1)oc1c(NCC3CCCO3)ncnc12 (stereo not drawn) | -5 | -21 | 23 | -3 | 1 | -0.5 | -3.9 | 97 | 8
CCN(CC)C(=O)CSc1nc2[nH]ncc2c(=O)[nH]1 | 0 | -3 | 11 | 0 | 5 | -1.0 | -1.7 | 100 | -14
COn1c2c(c3c4nonc4ccc31)CCCC2 | 0 | -2 | 40 | -4 | 11 | -1.7 | -3.3 | 89 | 48
Nc1cc(Cl)ccc1N1C(=O)CCC1=O | -1 | 13 | 9 | -25 | -6 | -0.2 | -0.3 | 81 | 27
CCOc1cccc(CN2CCC(n3nccc3NC(=O)CCCc3ccccc3)CC2)c1 | 29 | -57 | -6 | 10 | -1 | 0.1 | -2.4 | 132 | 6

Another view of some results above:
compound	FID counter	NS3 helicase inh	UBC9 SUMO inh	MEKK2 mut-MEK5	M18AAP inhibitor	VIM-2 inh	IMP-1 inhibitor	MEKK2 WT-MEK5	NALP1 inh
CCOC(=O)N1CCN(C(=O)c2ccc(N3C(=O)c4ccccc4C3=O)cc2)CC1	-8	-5	0	17	-1	-1.2	-1.3	113	24
CCN(CC)C(=O)CSc1nc2[nH]ncc2c(=O)[nH]1	0	-3	11	0	5	-1.0	-1.7	100	-14
O=C(NCc1ccccc1)c1csc2c1CCCCC2	-4	4	-14	-8	6	-1.6	-1.9	93	-5
OCC1CCCN(c2ncnc3scc(-c4ccccc4)c23)C1 (stereo not drawn)	-37	8	16	-3	0	0.3	-2.3	97	-2

(list continues)
SMILES | FID counter | NS3 helicase inh | UBC9 SUMO inh | MEKK2 mut-MEK5 | M18AAP inhibitor | VIM-2 inh | IMP-1 inhibitor | MEKK2 WT-MEK5 | NALP1 inh
C=Cc1ccc(C(=O)NC2CCCN(Cc3ccccc3F)C2)cc1 (stereo not drawn) | -2 | -9 | -15 | 6 | 3 | -2.4 | -0.9 | 108 | 4
COc1ccc(-c2cc(C(=O)c3c(N)n(C)c(=O)n(C)c3=O)c3ccccc3n2)cc1OC | 7 | 3 | 21 | 1 | 8 | 0.5 | -1.4 | 99 | -4
Cc1ccc(NC(=O)c2cccs2)cc1S(=O)(=O)Nc1cccc(Cl)c1 | -4 | -14 | -4 | 14 | 1 | -2.2 | -2.5 | 104 | 9
COc1ccc(NC(=O)NNC(=O)COc2ccc3cc(Br)ccc3c2)cc1OC | -22 | 3 | 23 | 2 | -5 | -3.7 | 2.8 | 100 | 30*
CN(c1cccc(NC(=O)c2ccc(CN3CCc4ccccc4C3)cc2)c1)S(C)(=O)=O | -2 | -10 | -7 | 1 | 4 | -0.2 | 0.2 | 105 | -14
O=C(O)C1C2C=CC(O2)C1C(=O)NCc1ccc(Cl)cc1 (stereo not drawn) | -1 | 0 | 2 | 2 | -20 | 3.1 | -2.4 | 104 | 32
CC(C)OC(=O)c1ccc2nc3ccccc3nc2c1 | -9 | 15 | 18 | 0 | 3 | -0.6 | -4.7 | 93 | 28
CCOC(=O)c1sc(-c2ccc(C)cc2)c(C#N)c1C | -1 | 4 | 5 | -2 | 14 | -3.6 | -2.6 | 100 | 29
CCc1nc2ccc(C(=O)NCc3ccco3)cc2nc1CC | 0 | 15 | 4 | 3 | 10 | 0.0 | -1.9 | 102 | -11
CCOc1cc(NC(=O)c2ccccn2)c(OCC)cc1NC(=O)c1ccc(C)cc1 | 19 | -2 | 22 | -18 | -9 | 2.6 | -0.6 | 83 | 5
O=C(Nc1ccccc1-c1ccccc1)c1ccc(Cl)c([N+](=O)[O-])c1 | -1 | 5 | -1 | 1 | -10 | -3.8 | -3.4 | 94 | 28
O=C1C2CC=CCC2C(=O)N1Cc1ccccc1 (stereo not drawn) | -6 | 3 | -12 | 10 | 14 | 0.4 | -0.1 | 98 | -3
Cc1cc(=O)[nH]c(N/N=C/c2ccc(N(C)C)cc2)n1 | 0 | -8 | 7 | -3 | 8 | -4.0 | -4.5 | 93 | 8
Cc1ccc(CNC(=O)CCNS(=O)(=O)c2cccc3nonc23)cc1 | 2 | 5 | 13 | 1 | 0 | -0.1 | 0.2 | 102 | 10
COc1ccc(-c2nnc3ccc(SCC(=O)N4CCCC4)nn23)cc1 | -15 | 7 | 11 | 6 | -1 | 3.5 | -0.8 | 105 | .
Cc1nc2ccccn2c1C(=O)/C=C/c1cccc([N+](=O)[O-])c1 | 5 | -2 | 19 | -7 | -10 | 7.4 | -0.2 | 91 | 11
COc1ccccc1CN1CC(C(=O)NCc2cc(F)ccc2C)CCC1=O (stereo not drawn) | -27 | -2 | 5 | -1 | 0 | -1.6 | -2.4 | 100 | -9
Cc1ccnc(SCC(=O)Nc2sccc2C#N)n1 | -3 | 10 | -6 | 4 | -5 | -0.8 | -3.3 | 100 | -5
Cc1c(Cl)cnc(NC(=O)COC(=O)c2cc3c(s2)CCC(C)C3)c1Cl (stereo not drawn) | -3 | 10 | -9 | 1 | -1 | -3.2 | -2.6 | 117 | 25
CCSc1nc(-c2ccccc2)nc2c1CCCC2 | 0 | 4 | 10 | -2 | -7 | -0.7 | 0.1 | 98 | 9
O=[N+]([O-])c1cccc(/C=C/c2nc(C=Nc3ccccc3)c(O)o2)c1 | 4 | -6 | 26 | 0 | -8 | -2.4 | -3.6 | 95 | 5
CCS(=O)(=O)N1CCc2cc(OC)c(OC)cc2C1 | -6 | -15 | -7 | -2 | -5 | -2.0 | -1.6 | 89 | -4
O=C(c1ccccc1)[C@@H]1[C@@H]2C(=O)N(c3ccc(F)cc3)C(=O)[C@@H]2C2CCCN21 (stereo partly drawn) | -13 | 6 | 12 | -7 | -1 | -0.4 | -1.3 | 100 | 3
Cc1cc(C)c(S(=O)(=O)c2ccccc2C)c(N(C)C)n1 | -6 | -15 | -11 | 9 | -7 | -2.4 | -1.4 | 103 | -8
Cc1nc(C(F)(F)F)ccc1C(=O)NCC(O)c1ccccc1 (stereo not drawn) | -2 | 5 | -6 | 9 | 2 | -3.1 | -3.5 | 107 | 7
(cont.)
SMILES | FID counter | NS3 helicase inh | UBC9 SUMO inh | MEKK2 mut-MEK5 | M18AAP inhibitor | VIM-2 inh | IMP-1 inhibitor | MEKK2 WT-MEK5 | NALP1 inh
CN1CCC(N(C)C(=S)NCCc2ccccc2)CC1 | 16 | 8 | -4 | -3 | 5 | -3.7 | -3.6 | 96 | 18
CCOC(=O)C1(CCOc2ccccc2)CCN(CCCn2cccn2)CC1 | 5 | -8 | 5 | 19 | 4 | -2.2 | -3.0 | 121 | 19
Cc1nn(-c2ccccc2)c(Cl)c1/C=C/C(=O)c1ccc(O)cc1 | -4 | -8 | -10 | -1 | -1 | -2.1 | -2.8 | 98 | 34
O=C(NCc1ccco1)c1ccc2[nH]c(=O)c(=O)[nH]c2c1 | 2 | 13 | 28 | -1 | 23 | 0.0 | -0.9 | 97 | 9
CCS(=O)(=O)c1ccc2oc(Nc3ccccc3Cl)nc2c1 | -16 | 6 | 7 | 5 | -17 | -0.9 | -0.9 | 107 | 14
C/C(CC(=O)Nc1ccc(N(C)C)cc1)=N\NC(=O)Cc1csc(N)n1 | -15 | 9 | 23 | -2 | 15 | -4.0 | -3.8 | 96 | 26
CCN(CC)c1ccc(NC(=O)CN2C(=O)CSc3ncccc32)c(C)c1 | -1 | -4 | -14 | 1 | 2 | -3.1 | -3.2 | 101 | 26
c1ccc(CNc2ncnc3ccccc23)cc1 | -2&-3 | -15&-6 | 8&-3 | -2&8 | 2&7 | 0.9&-3.4 | -1.9&-2.8 | 98&114 | 6&13
CSc1ccc(CCNC(=O)Cn2ncc3c([nH]c4ccccc43)c2=O)cc1 | -15 | 14 | 27 | 3 | 6 | -1.7 | -1.0 | 101 | 17
c1ccc(-c2nccc(-c3ccc(-n4cnc5ccccc54)cc3)n2)cc1 | -2 | -5 | 5 | . | -6 | -3.2 | 1.5 | . | 13
